Assay outcomes from PubChem BioAssay.
TAG inh – inhibitors of triacylglycerol accumulation, primary screen, cell-based, uHTS, fluorescence, H9c2; H9c2 cells, Nile Red lipid (TAG) fluorescence; cells loaded with 200 µM oleic acid; inhibition, % at 12.5 µM; hit rate 0.66% among 230,000; AID 651582, 2012;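 active means pattern-corrected inhibition of lipid staining of at least 50% with the nuclear-stain viability signal not falling by more than 50%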;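 further: 0% = DMSO wells and 100% = triacsin C control wells; some results filed as inactive read as strong as hits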
TAG inh DAPI viability – recorded beside TAG inh, whose call it bears; DAPI nuclei signal change (viability), lower = more cytotoxic, %;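 whole-well DAPI fluorescence read on a plate reader as a viability signal; minus 50 percent equals half of cells still viable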
* hit, by the source's call. These rows are one share of the data; count on the stated rates, not on these rows.

SMILES	TAG inh	TAG inh DAPI viability
COC(=O)CC1C(=O)NCCN1C(=O)CSc1nc2ccccc2o1 (configuration not stated)	-17	12
CCc1ccccc1N1C(=O)[C@@H]2Cc3ccccc3CN2C1=O	-2	1
CCOc1ccc2nc(NC(=O)C3(C)CC3(Br)Br)sc2c1 (configuration not stated)	8	-5
Cc1ccnc(NC(=O)CCC(=O)N(CC(=O)NCc2ccccc2)c2ccc3c(c2)OCO3)c1	-16	10
COc1ccc(-n2nc(C(N)=O)nc2-c2ccccc2)cc1	-14	-1
Cc1cccc2[nH]c(CN(C)Cc3nc(CC4CC4)no3)nc12	10	-12
CC(NC(=O)COC(=O)/C=C/c1ccc([N+](=O)[O-])cc1)c1ccccc1 (configuration not stated)	-2	-2
Cc1ccc(C)c(NC(=S)N2CCCC2)c1	30	-6
Cc1cccc(C(=O)Nc2ccc(NC(=O)c3ccccc3)cc2)c1	7	1
COCCNC(=O)C1CCCN(Cc2ccccc2F)CC1 (configuration not stated)	18	-8
O=C(NCCO)C(O)C(O)C(=O)NCCO (configuration not stated)	-6	15
Cc1ccc2[nH]c(=O)c(CN(Cc3ccccc3)C(=S)NCCCN(C)C)cc2c1	12	17
Cc1cc(C)n(CCN(C)C(=O)CCc2nnc(CCC3CCCCC3)o2)n1	18	-8
CC(=O)c1c(C)oc2ccc(N(C(C)=O)S(=O)(=O)c3ccc(Br)cc3)cc12	11	-2
COc1ccc(-c2nc(-n3c(C)c(C(C)=O)c(C(C)=O)c3C)sc2C)cc1	-13	9

Some of the entries above in another layout:
SMILES: Cc1cccc(C(=O)Nc2ccc(NC(=O)c3ccccc3)cc2)c1
  TAG inh = 7
  TAG inh DAPI viability = 1

SMILES: COCCNC(=O)C1CCCN(Cc2ccccc2F)CC1 (configuration not stated)
  TAG inh = 18
  TAG inh DAPI viability = -8

Following part:
SMILES	TAG inh	TAG inh DAPI viability
Cc1ccc(NC2CCCN(C(=O)c3cccc4nccnc34)C2)cc1C (configuration not stated)	7	4
O=C(NNC(=O)c1ccc(-c2ccc([N+](=O)[O-])cc2)o1)c1ccncc1	15	-1
CCOC(=O)[C@H]1[C@H]2COc3ccc(Cl)cc3[C@H]2N2C(=O)CNC(=O)[C@@]12C	5	1
O=C(Nc1ccccc1C(=O)NCc1ccco1)Nc1cccc2ccccc12	21	-23
COc1cc(NC(=O)Cc2cccs2)ccc1-n1cnnn1	-5	-3
CCn1cc(CN2CCC(n3nccc3NC(=O)C(OC)c3ccccc3)CC2)cn1 (configuration not stated)	9	-2
CN(C)C=Nc1nonc1N	-11	-8
O=C1CCCN1CN(C(=O)c1ccccc1)c1ccc(F)cc1	3	-10
O=C(CN1C(=O)NC2(CCCCCC2)C1=O)NCc1ccc(Cl)cc1	-3	-1
Cc1ccc(C)c(OCC(=O)Nc2ccc(C(=O)O)cc2NC(=O)COc2cc(C)ccc2C)c1	3	5
CC1(C)CC(=S)Nc2ccccc2S1	-9	-8
O=C(OCC(=O)N1CCN(c2ccccc2)CC1)C1CCCN1S(=O)(=O)c1ccc(Cl)cc1 (configuration not stated)	-25	6
O=C(CP(=O)(O)CC(=O)c1ccccc1)c1ccccc1	5	-5
COc1ccc(-n2c(N)cc(=O)nc2SCC(=O)NC2CCCCC2)cc1	-1	8
Cc1ccc(C(=O)N2CCCCC2)cc1NC1=C(Cl)C(=O)N(Cc2ccccc2)C1=O	-39	0
O=Cc1cccc2ccc3cccc(C(=O)O)c3c12	2	-7
C=CCNC(=O)c1c(CSc2ccc(Cl)cc2)noc1C(=O)NCc1ccccc1	13	-12
OCCN1CCN(CC(O)COCCOc2ccc(Br)cc2)CC1 (configuration not stated)	3	-5
COc1cccc(NC(=O)CCC2CCN(C(=O)C(OC)c3ccccc3)CC2)c1 (configuration not stated)	-23	-9
c1cc(SC2CCCCC2)cc(-c2nc3cnccn3c2NC2CCCCC2)c1	43	116
CCOc1cc2[nH]c(=S)n(C3CCN(Cc4ccccc4)CC3)c(=O)c2cc1OCC	29	-14
CCN(CC)S(=O)(=O)c1cc(NC(=O)CSc2n[nH]c(N)n2)ccc1C	-10	-5
Cc1ccc(-n2c3c(cc(C(=O)NCC(=O)c4ccccc4)c2=O)C(=O)CCC3)cc1	12	-6
O=C1CCCN1CN(C(=O)c1ccccc1)c1ccccc1	7	-8
CCC(CC)C(=O)N1CC(=O)Nc2ccc(F)cc2C1c1ccc(F)cc1 (configuration not stated)	8	9
CCCN1CCN(CCCNC(=O)CCNC(=O)Cn2ccc3ccccc3c2=O)CC1	-2	7
CCOc1ccc(NC(=O)CN(C)C(=O)c2cccnc2Sc2ccccc2Cl)cc1OCC	-21	6
CN(C(=O)c1cccc(NC(=O)Cc2cccc(NC(=O)C3CCN(C(=O)C4CCCCC4)CC3)c2)c1)C1CCC1	-6	10
O=C(C1CCCN(S(=O)(=O)Cc2ccccc2)C1)N1CCc2ccccc21 (configuration not stated)	4	-15
Cc1ccc(S(=O)(=O)NCC(=O)NCc2ccncc2)cc1	-5	4

Record cards, as listed above. Values in the order: TAG inh	TAG inh DAPI viability
`Cc1cc(C)n(CCN(C)C(=O)CCc2nnc(CCC3CCCCC3)o2)n1` as listed: 18	-8
`O=C(CN1C(=O)NC2(CCCCCC2)C1=O)NCc1ccc(Cl)cc1` as listed: -3	-1

Some of these compounds in order of formula weight, descending.
SMILES	TAG inh	TAG inh DAPI viability
CCOc1ccc(NC(=O)CN(C)C(=O)c2cccnc2Sc2ccccc2Cl)cc1OCC	-21	6
OCCN1CCN(CC(O)COCCOc2ccc(Br)cc2)CC1 (configuration not stated)	3	-5
CCC(CC)C(=O)N1CC(=O)Nc2ccc(F)cc2C1c1ccc(F)cc1 (configuration not stated)	8	9

(further entries)
SMILES	TAG inh	TAG inh DAPI viability
COCCCNC(=O)c1ccc([N+](=O)[O-])c(Cl)c1	14	-20
CCN(CC(=O)Nc1cccc(C(C)=O)c1)S(=O)(=O)c1ccc(OC)cc1	5	-2
O=C(N[C@@H](Cc1c[nH]c2ccccc12)C(=O)O)c1ccccc1Cl	10	-6
CC(=NNc1nc2ccccc2s1)c1ncccn1	63*	-43*
COc1ccccc1C(=O)N1CCC(N2CCN(c3ccccc3)CC2)CC1	-12	-4
COc1cccc(NS(=O)(=O)c2c(C)nc3sccn3c2=O)c1	-29	-14
O=C1NC(CCc2ccccc2)C(=O)N1CCOc1ccccc1 (configuration not stated)	4	-1
CCCOC(=O)c1cccc(Nc2nc(-c3cccnc3)nc3ccccc23)c1	24	24
Cc1cc(Cl)ccc1C(O)c1ncc(-c2cccc(C(F)(F)F)c2)[nH]1 (configuration not stated)	-33	3
Fc1ccc(-c2nnc(-c3ccc4ccccc4c3)o2)cc1	-7	1
O=C(CCC1CCCC1)Nc1ccc(C(=O)NCc2cccnc2)cc1	0	-7
Cc1ccc(S(=O)(=O)N2CCOCC2)cc1C(=O)NCCCN1CCCC1=O	-13	2
COCCNC(=O)C1(C)CCN(C(=O)c2ccc3ccccc3n2)C1 (configuration not stated)	20	-5
O=C(Nc1ccc2c(c1)CCC2)c1ccc(Cl)nc1	-3	4
CCN(CC)CCN(Cc1cc2cccc(C)c2[nH]c1=O)C(=S)Nc1ccccc1	18	4
Cc1sc(NC(=O)CSc2nnnn2C)c(C#N)c1C	-8	1
O=C(NCCC1=CCCCC1)NC12CC3CC(CC(C3)C1)C2	-8	0
O=[N+]([O-])c1cccc(/C=N\N2CCN(c3ccc(Cl)cc3)CC2)c1	-58	-3
CC(C)c1ccc(N(CC(=O)N2CCN(Cc3ccccc3)CC2)S(C)(=O)=O)cc1	-7	0
CCOC(=O)COn1c(=O)c(-c2cc3ccccc3o2)[n+]([O-])c2ccccc21	-2	5
CCC(=O)Nc1cccc(NC(=O)c2ccccc2Cl)c1	8	-9
COCCN(CCOC)S(=O)(=O)c1ccc(C(=O)NC2CCN(Cc3ccccc3)CC2)cc1	-15	10
Fc1ccc(Sc2cc(Cl)c(-c3ccccc3)nn2)cc1	-10	12
CCOc1ccccc1C(=O)N(Cc1ccco1)C1CCS(=O)(=O)C1 (configuration not stated)	-4	10
S=C(NCc1ccncc1)Nc1cc(Cl)cc(Cl)c1	-46	4
COC(=O)CNC(=S)NC(=O)c1ccc(C(C)(C)C)cc1	-9	7
COC(=O)C[C@H]1C[C@H]2c3cc(NC(=O)Cc4ccncc4)ccc3O[C@H]2[C@@H](CO)O1	7	-2
O=C(c1cccc2ccccc12)N1CCC(N2CCN(c3ccccc3)CC2)CC1	-16	-16
Cc1ccc(OCC(=O)NNC(=O)CSC(=S)N2CCCC2)cc1	-16	6
Cc1cccc(CNc2ccc(S(=O)(=O)N3CCCCC3)cc2)c1	-50	-8

Part of the list above, as labelled records:
SMILES: Cc1cc(C)n(CCN(C)C(=O)CCc2nnc(CCC3CCCCC3)o2)n1
  TAG inh: 18; TAG inh DAPI viability: -8

SMILES: O=C1NC(CCc2ccccc2)C(=O)N1CCOc1ccccc1 (configuration not stated)
  TAG inh: 4; TAG inh DAPI viability: -1

SMILES: CC(NC(=O)COC(=O)/C=C/c1ccc([N+](=O)[O-])cc1)c1ccccc1 (configuration not stated)
  TAG inh: -2; TAG inh DAPI viability: -2

SMILES: Cc1ccc(NC2CCCN(C(=O)c3cccc4nccnc34)C2)cc1C (configuration not stated)
  TAG inh: 7; TAG inh DAPI viability: 4

Other results.
SMILES	TAG inh	TAG inh DAPI viability
Cc1ccc(/C=N/NC(=O)Cn2ccc(C(F)(F)F)n2)o1	2	-3
Cc1cc(O)cc2c1C(c1ccc(F)cc1)CC1(CC(C)(C)NC(=S)N1)O2 (configuration not stated)	4	-1
O=C(Nc1ccnn1C1CCN(CCCc2ccccc2)CC1)c1ccccc1Cl	17	2
Cc1nn(CC(=O)Nc2ccc(C#N)cc2)c(C)c1[N+](=O)[O-]	-1	1
COC(=O)c1cc(OC)c(OC)cc1NC(=O)CCN1C(=O)C2CCCCC2C1=O (configuration not stated)	3	2
CN1CCN(CC(=O)Nc2ccccc2C(F)(F)F)CC1	8	0
Brc1ccc2nc(-c3c[nH]c4ccccc34)cn2c1	5	2
O=S(=O)(c1ccc2c(c1)CCCN2)N1CCCCC1	-4	-3
O=C(CNC(=S)N(Cc1ccccc1)Cc1cccnc1)NCc1ccccc1	-14	-3
Nc1cccc2c1C(=O)c1ccc(Cl)cc1C2=O	3	-5
COc1ccc(CCc2nnc(CCC(=O)NCCc3ncccc3C)o2)cc1	-2	0
COc1ccc(-c2coc3c(C(=O)NCCc4ccccc4)cccc23)c(C)c1	-4	4
O=C(O)C1=C[C@@H](c2ccc3c(c2)OCO3)C[C@@H](OCc2ccc(CO)cc2)O1	-6	2
Nc1cc(C(=O)OCC(=O)Nc2ccc(N3CCOCC3)cc2)ccc1Cl	-18	-11
CCN(c1ccccc1)S(=O)(=O)c1ccc(Cl)c(NC(=O)CN2CCN(C)CC2)c1	11	-1
CC(C)C1CC(=O)NC(SCC(=O)Nc2ccc(Br)cc2)=C1C#N (configuration not stated)	-17	-9
CC(N)c1csc(Nc2ncccn2)n1 (configuration not stated)	-1	3
NC1=NC2OC(CO)C(O)C2O1 (configuration not stated)	-6	19
COc1ccc2nnc(-c3ccccc3)n2n1	10	-5
CC12COC3(C(=O)NCCc4ccccc4)CC1CCC32C (configuration not stated)	-1	-2
O=C1CCC([N+](=O)[O-])C(c2ccccc2Cl)N1 (configuration not stated)	-17	1
O=C(COC(=O)Cc1cccs1)Nc1ccccc1	-3	12
Cc1cc(NC(=O)c2ccccc2Cl)no1	-9	7
CCN(C(=O)CN1CCC(C)CC1)c1c(N)n(Cc2ccccc2)c(=O)[nH]c1=O	7	-3
O=C(N/N=C/c1cc(Cl)ccc1O)c1ccncc1	53*	-18*
CCOc1ccccc1N(CC(=O)NCCSCc1ccco1)S(=O)(=O)c1ccccc1	6	-8
COc1ccc2nc(/C=N/NC(=O)[C@@H]3CCCN3C(=O)OC(C)(C)C)ccc2c1	14	0
Cc1cc(NC(=O)CCC(=O)N(CC2CCCO2)C(C(=O)NC2CCCC2)c2cccnc2)no1 (configuration not stated)	-9	-6
CC1CCc2sc(NC(=O)c3ccc(N4C(=O)CCC4=O)cc3)c(C(N)=O)c2C1 (configuration not stated)	29	-12
O=C(CN1CCN(S(=O)(=O)c2ccc(Cl)c(Cl)c2)CC1)N1CCCCC1	-4	-5
COc1cc(/C=C/C(=O)OCC(=O)NCCN2C(=O)CSC2=O)ccc1OCC#N	-10	-5
CC(C)(C)C1CCc2c(sc(NC(=O)c3cccs3)c2C(N)=O)C1 (configuration not stated)	27	172
Cc1cc2ncn(CCOc3ccccc3)c2cc1C	-24	6
CS(=O)(=O)n1nc(OC(=O)c2cccc3ccccc23)cc1N	2	-5
C/C(=N/NC(=O)c1cc2ccccc2cc1O)C1C(=O)c2ccccc2C1=O	-3	-7
CC(C)(C)N1C(=O)c2ccccc2NC(=O)N1Cc1ccccc1	4	-11
Cc1ccc(N2C(=O)c3ccccc3C(C)(C)C2=O)cc1	-5	-7
CCCCCCC(=O)N1CCN(c2cc3c(cc2F)c(=O)c(C(=O)O)cn3CC)CC1	15	-1
c1ccc2cc3[nH]c(CN4CCCCC4)nc3cc2c1	1	-7
COc1ccc(CCNc2oc(-c3ccccc3OC)nc2C#N)cc1	-10	6
ClCc1nc2ccccc2n1Cc1ccccc1	-2	5
O=C(Nc1nnc(C2CC2)o1)c1ccc(S(=O)(=O)N2CCc3ccccc3C2)cc1	-2	10
CC(C)OC(=O)CCC(=O)Nc1ccc(F)cc1	-7	8
CCOC(=O)[C@H]1[C@H]2COc3ccc(OC)cc3[C@@H]2N2C(=O)c3ccc(Cl)cc3NC(=O)[C@@]12C	-11	-4
CC(NC(=O)CCl)c1ccccc1Br (configuration not stated)	23	-5
CN(C)C(CNC(=O)c1cccc(S(=O)(=O)Nc2ccc(Br)cc2)c1)c1ccco1 (configuration not stated)	0	9
CCOC(=O)N1CCN(c2c(N3CCN(c4cc(C)ccc4C)CC3)c(=O)c2=O)CC1	1	-10
CN1CCCN(c2ccc([N+](=O)[O-])cc2)CC1	-3	-10
